Source: PubChem BioAssay
MBD2 DNA inh: MBD2-methylated oligo binding inhibition. Q9UBB5. TR-FRET, MBD2 binding to methylated oligonucleotide. inhibition, % at 4.4 µM. 370,000 compounds, 0.31% hits. AID 686964; in the data active = inhibition above about 13%
UHRF1 MBD2 ctr: UHRF1 methyl-DNA binding inhibition. Q96T88. UHRF1 binding to methylated oligo, TR-FRET. inhibition, % at 4.4 µM. 370,000 compounds, 0.75% hits. AID 687016; in the data active = inhibition above about 21%;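 note: UHRF1 SRA domain binding a hemimethylated CpG hairpin DNA probe; 0% = median of test compound wells and 100% = reference inhibitor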
TDP2 inh: blocks human TDP2 phosphodiesterase activity; O95551; recombinant TDP2, T5PNP hydrolysis, p-nitrophenol absorbance 415 nm; inhibition, % at 12.8 µM; 370,000 compounds, 0.34% hits;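 active = inhibition above the mean of all tested compounds plus 3 SD, set per campaign, cut at about 25% in these data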;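 note: 0% = DMSO with enzyme and 100% = buffer with substrate but no TDP2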
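Material: recombinant human TDP2; quantity: TDP2 enzyme at 120 nM final; medium: Tris-HCl pH 7.5 with MgCl2; compound: single concentration, 12.8 µM nominal, with 1% DMSO; incubation: 2 h enzyme incubation at 37 °C; signal: epi absorbance; measure: percent inhibition; benchmarks: high control without enzyme, low control DMSO plus TDP2; repeats: singlicate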
TCR-CD3 inh: blocks the human TCR-CD3 interaction. inhibition, % at 9.4 µM. TAMRA-labeled TCR probe fluorescence, biochemical. 360,000 compounds, 0.37% hits; in the data active = inhibition above about 19%;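 note: recombinant mutant TCR 2C K166C tagged with TAMRA read by polarization; 0% = receptor in buffer alone and 100% = receptor with positive control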
KLK7 zymogen act: proKLK7 (human) activation, primary screen. activation, % at 7 µM. purified proKLK7, EDANS-DABCYL substrate fluorescence; 100% is mature enzyme control, 0% vehicle. 370,000 compounds, 0.9% hits;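 active = activation above the mean of all tested compounds plus 3 SD, computed per campaign excluding outliers beyond control limits, cut at about 13% in these data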
Target sequence (P49862 whole entry, looked up): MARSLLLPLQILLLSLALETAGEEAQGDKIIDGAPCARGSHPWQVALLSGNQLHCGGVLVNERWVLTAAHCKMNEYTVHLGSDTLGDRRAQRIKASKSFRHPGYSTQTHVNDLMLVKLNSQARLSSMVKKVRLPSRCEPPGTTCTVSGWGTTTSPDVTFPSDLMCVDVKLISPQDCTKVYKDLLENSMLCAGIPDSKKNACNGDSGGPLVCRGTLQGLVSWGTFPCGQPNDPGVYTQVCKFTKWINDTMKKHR
DDE Tn7 FP inh: inhibitors of Tn7 peptide binding to human fibrin DD(E); FP displacement of FITC-Tn7 peptide from fibrin DD(E); 0% = median of compound wells per plate; 370,000 compounds, 0.13% hits; inhibition, % at 8.3 µM; P02675;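 active = inhibition above the mean of compounds falling within the control limits plus 3 SD of them, cut at about 14% in these data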;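 note: 0% = plate median of compound wells and 100% = 10 µM Aha-Tn7 peptide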
Target sequence (P02675 whole entry, looked up): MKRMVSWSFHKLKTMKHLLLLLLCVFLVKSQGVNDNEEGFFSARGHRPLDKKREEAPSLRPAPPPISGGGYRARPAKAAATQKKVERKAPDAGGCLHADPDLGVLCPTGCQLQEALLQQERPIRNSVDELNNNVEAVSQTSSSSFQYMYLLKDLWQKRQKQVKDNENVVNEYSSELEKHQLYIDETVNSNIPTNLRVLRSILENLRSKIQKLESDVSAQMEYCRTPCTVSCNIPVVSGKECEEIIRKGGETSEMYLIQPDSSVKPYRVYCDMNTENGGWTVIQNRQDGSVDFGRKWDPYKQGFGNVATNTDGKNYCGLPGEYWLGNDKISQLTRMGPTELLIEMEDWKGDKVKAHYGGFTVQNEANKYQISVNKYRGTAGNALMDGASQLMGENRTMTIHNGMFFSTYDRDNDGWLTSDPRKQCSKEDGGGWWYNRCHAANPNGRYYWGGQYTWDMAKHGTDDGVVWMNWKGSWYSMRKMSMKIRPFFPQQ
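Also added: labelled Tn7 tracer, 0.1 µM; Assay system: human fibrin DD(E) protein; Amount: 2 µM fibrin DD(E); Schedule: 10 min compound pre-incubation, 3 h probe incubation at room temperature; Repeats: one replicate per compound; Read-out basis: percent inhibition; Measured by: fluorescence polarization of the labelled Tn7 tracer.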
LEDGF integ inh: blocks HIV-1 LEDGF/p75-dependent DNA integration; TR-FRET IN-LEDGF/p75 DNA integration, Eu/Cy5; inhibition, % at 3.7 µM; 370,000 compounds, 0.64% hits; AID 743269;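 active = inhibition above the screen-wide mean plus 3 SD, cut at about 13% in these data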;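 note: signal is the Cy5 over europium emission ratio at 671 and 618 nm; 0% = plate median of compound wells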
PRMT1 inh: blocks human protein arginine methyltransferase 1. Q99873. recombinant PRMT1, activity-based probe fluorescence polarization. inhibition, % at 2.79 µM. 370,000 compounds, 1.3% hits. AID 652257;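 active = inhibition above about 21% made by adding two undisclosed values, limit read from the data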
Target sequence (Q99873 whole entry, looked up): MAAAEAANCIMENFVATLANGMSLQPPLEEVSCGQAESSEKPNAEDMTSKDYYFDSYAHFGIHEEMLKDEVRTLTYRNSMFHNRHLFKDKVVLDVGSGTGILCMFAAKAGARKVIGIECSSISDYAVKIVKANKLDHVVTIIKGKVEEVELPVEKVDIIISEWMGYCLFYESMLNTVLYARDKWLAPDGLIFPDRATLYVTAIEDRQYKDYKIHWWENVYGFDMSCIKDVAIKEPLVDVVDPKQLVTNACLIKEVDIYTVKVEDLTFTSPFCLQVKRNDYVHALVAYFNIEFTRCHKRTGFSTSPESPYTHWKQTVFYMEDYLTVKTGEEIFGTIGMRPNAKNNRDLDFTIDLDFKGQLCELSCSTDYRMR
Tn6 DDE FP: DD(E)-Tn6 binding inhibition, primary FP screen | inhibition, % at 8.3 µM | P02675 | Fibrin DD(E) TRITC-Tn6 fluorescence polarization displacement | AID 720509 | 370,000 compounds, 0.21% hits;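 active = inhibition above a per-campaign cutoff: mean of compounds within control limits plus 3 SD, cut at about 15% in these data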;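 note: 0% = median of all compound wells on the plate and 100% = blocking peptide control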
SIAE inh: blocks human sialic acid acetylesterase; SIAE FP-Rh probe binding, fluorescence polarization; inhibition, % at 9.66 µM; 370,000 compounds, 0.69% hits; AID 1053197;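 active = inhibition above a cutoff: mean of compounds within the control limits plus 3 SD of those, cut at about 17% in these data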;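 note: 0% = plate median of compound wells and 100% = probe without SIAE protein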
Starred values were filed as active, the others as inactive; · = no result given.

SMILES	MBD2 DNA inh	UHRF1 MBD2 ctr	TDP2 inh	TCR-CD3 inh	KLK7 zymogen act	DDE Tn7 FP inh	LEDGF integ inh	PRMT1 inh	Tn6 DDE FP	SIAE inh
NC(Cc1ccc(Cl)cc1)c1csc(Nc2cc(NCCCO)ncn2)n1 (configuration not stated)	0.7	-0.1	9.4	1.9	0.1	0.0	-1.1	-1.8	10.9	4.4
COc1ccc(O)c(CN2CCN(CCCc3ccccc3)C(CCO)C2)c1 (configuration not stated)	2.7	2.3	3.2	3.2	-0.2	7.7	-1.3	0.8	-3.3	0.5
O=C(Cc1ccc(NS(=O)(=O)c2ccc(Cl)c(Cl)c2)cc1)NCCN1CCOCC1	-1.7	-1.0	-14.3	-4.1	-0.1	-1.8	0.1	-3.8	-1.7	-8.2
CC(C)CCNC(=O)Cn1c2c(c(-c3ccccc3Cl)cc1=O)CCC2	-0.8	-0.4	-0.6	4.5	1.9	-2.5	-2.5	-2.4	2.1	5.3
CC(C)(C)c1ccc(S(=O)(=O)N2CCCC(C(=O)NCc3cccs3)C2)cc1 (configuration not stated)	-5.1	-1.8	3.2	·	0.3	0.4	-1.2	-4.7	-8.5	-1.0
CCS(=O)(=O)c1c(S(=O)(=O)CC)c2ccccn2c1C(N)=O	-3.5	0.6	-3.0	0.7	0.3	-0.7	-1.8	-3.4	-1.0	0.1
O=C(c1ccccc1)c1cnc2ccc(Cl)cc2c1N1CCOCC1	8.4	-2.2	1.9	6.1	0.2	0.2	-3.8	3.1	-6.6	3.2
N#Cc1c(NC(=O)CSc2ncn[nH]2)sc2c1CCCCC2	-5.2	1.4	4.5	9.0	0.6	2.5	1.7	0.2	-5.3	-0.9
COc1cc(C(C[N+](=O)[O-])c2c(C)cc3ccccn23)ccc1O (configuration not stated)	-8.9	-3.8	-1.2	6.6	-0.7	-2.0	-1.9	7.5	4.0	18.8*
CCOC(=O)c1sc(NC(=O)CSC(=S)N2CCOCC2)nc1C	3.7	-0.9	-9.2	-3.1	-0.3	2.4	2.2	-1.1	8.8	0.6
CC1(C)SC2C(C(=O)O)N=C(Cc3ccccc3)N2C1C(=O)O (configuration not stated)	1.2	6.9	4.7	-0.3	0.5	1.8	2.1	10.2	4.5	-4.0
CCCCCCNC(=O)OC12CN(C(=O)OC(C)C)N(C(=O)OC(C)C)CC1(O)CN(S(=O)(=O)c1ccc(C)cc1)C2 (configuration not stated)	9.9	5.8	0.9	-6.5	0.0	1.7	0.2	5.5	-10.8	-4.3

Two records picked at random from those above, as already listed:
SMILES	MBD2 DNA inh	UHRF1 MBD2 ctr	TDP2 inh	TCR-CD3 inh	KLK7 zymogen act	DDE Tn7 FP inh	LEDGF integ inh	PRMT1 inh	Tn6 DDE FP	SIAE inh
CCOC(=O)c1sc(NC(=O)CSC(=S)N2CCOCC2)nc1C	3.7	-0.9	-9.2	-3.1	-0.3	2.4	2.2	-1.1	8.8	0.6
N#Cc1c(NC(=O)CSc2ncn[nH]2)sc2c1CCCCC2	-5.2	1.4	4.5	9.0	0.6	2.5	1.7	0.2	-5.3	-0.9

(continued)
SMILES	MBD2 DNA inh	UHRF1 MBD2 ctr	TDP2 inh	TCR-CD3 inh	KLK7 zymogen act	DDE Tn7 FP inh	LEDGF integ inh	PRMT1 inh	Tn6 DDE FP	SIAE inh
CCn1cc(C(=O)NCc2ccc(OC)cc2)c(=O)c2ccc(C)nc21	2.2	-5.3	7.3	1.1	-0.8	2.8	0.2	-0.8	9.6	8.4
CC(C)(C)c1ccccc1NC(=O)CN1C(=O)NC(Cc2ccccc2)C1=O (configuration not stated)	-3.3	-0.7	7.1	4.7	-0.1	0.8	0.4	-6.8	6.5	7.1
CC(C)(O)P(=O)(O)CCc1ccccc1	1.1	-0.1	7.0	0.0	0.0	11.6	-4.9	2.4	-2.6	-1.0
Fc1cccc(Cl)c1CNCc1cccnc1	1.2	1.9	-0.1	-0.2	-1.3	-4.8	2.9	1.8	-6.6	-3.7
COc1ccc2cc(C3OCCO3)c(Cl)nc2c1	-1.9	0.0	0.1	0.9	-0.7	-4.5	7.7	-2.6	1.6	0.9
COC(=O)CCC(=O)NNC(=O)c1cccc(Cl)c1	0.7	-3.8	-1.9	4.5	-0.1	4.3	0.7	-0.5	1.6	10.2
COC(=O)[C@@]12C[C@@H](CC(=O)N3CCSCC3)C(=O)N(Cc3ccc4c(c3)OCO4)C1=CCC(C)(C)C2	3.9	3.6	1.6	0.7	0.7	7.0	-2.0	8.9	3.8	-1.4
CC(C)(C)NC(=O)CN(C(=O)c1ccc(Cl)nc1)c1cccc2ccccc12	2.1	1.0	5.4	5.3	-0.4	-11.1	2.5	3.9	10.3	-2.0
O=C(O)CCC(=O)NNC(=O)COc1cccc(Cl)c1	1.0	4.3	5.5	-3.5	-0.9	2.6	-4.4	1.7	-0.5	-7.4
Cc1ccc(C(=O)NCCC(=O)Nc2ccccc2C)cc1	4.3	1.0	5.8	3.2	-0.1	-0.1	-3.9	2.3	4.5	-7.8
CC(C)c1ccc(-c2nn(-c3ccccc3)cc2C2C(C#N)=C(N)OC3=C2C(=O)CC(C)(C)C3)cc1 (configuration not stated)	1.0	0.6	10.7	-3.1	-0.8	-0.8	-3.1	0.1	6.8	-13.0
Cc1ccc2nc(C)cc(N3CCOCC3)c2c1	-1.4	-0.4	4.8	9.8	-0.1	-2.6	1.5	0.2	-6.4	-7.5
CCN(Cc1cc2cc(OC)ccc2[nH]c1=O)C(=O)c1ccncc1	7.8	-0.7	7.0	-0.3	1.2	0.4	-2.2	1.7	-6.0	6.1
COc1ccc(Br)c(C(=O)NC(C)(C)CO)c1	0.5	-0.9	9.9	-9.1	0.0	6.1	-3.6	0.1	1.4	-0.2
Cc1cc(C(=O)CSc2ncnc3ccccc23)c(C)n1C1CC1	1.5	-1.7	4.1	-5.1	1.2	7.7	-2.2	8.6	-4.2	-5.5
CCN1CCN(C(=O)N(CC(=O)Nc2ccc(C(N)=O)cc2)S(=O)(=O)c2ccc(C)cc2)CC1	-2.9	0.2	-2.3	4.0	-0.1	2.4	-0.1	0.2	-4.6	-10.7
CC(=O)C(C(C)=O)C(c1ccccc1)c1nc2ccccc2[nH]c1=O (configuration not stated)	-3.7	-1.8	-2.6	1.8	0.5	10.4	-1.8	0.1	2.6	-1.3
N#Cc1cnn2c(-c3ccccc3)ccnc12	0.6	-0.6	4.2	0.2	44.7*	9.9	-0.6	-2.2	1.8	3.0
COc1ccccc1-c1ccc(SCc2ccccc2)nn1	0.5	-1.2	2.2	2.2	-0.7	1.4	0.9	-0.9	5.0	1.8
CC(C)C(=O)Nc1nnc(CSCc2ccccc2F)s1	3.9	-0.7	-0.6	-7.6	0.0	3.6	0.2	3.0	5.4	-8.1
CCc1ccc(S(=O)(=O)N2CCN(C(=O)C3CCN(C(C)=O)CC3)CC2)cc1	3.1	1.5	2.5	-1.7	-0.5	1.2	0.9	2.3	0.3	1.9
Cc1ccc(NC(=O)Cn2c(=O)n(CCCCC(=O)NCc3ccco3)c(=O)c3ccccc32)cc1	-6.5	-0.7	-9.3	2.1	0.4	-7.8	2.6	6.1	2.4	-8.4
Cn1c(=O)c2c(nc(CN3CCC(C(N)=O)CC3)n2CCc2ccccc2)n(C)c1=O	-2.6	0.6	12.9	3.2	-0.6	-1.2	-1.3	-0.3	6.6	3.9
CCN(c1ccccc1)S(=O)(=O)c1ccc(Cl)c(NC(=O)COC(=O)c2ccc(O)cc2)c1	1.5	-1.0	-2.3	0.2	0.1	3.9	-0.1	1.8	-1.9	-11.4
CCn1c(COc2ccccc2C)nnc1SCC(=O)O	0.5	4.1	-5.3	-1.1	-0.3	0.2	-0.7	3.1	-1.9	-6.0
N/C(CC(=O)Nc1ccc(F)cc1)=N\O	0.0	0.8	-1.5	0.0	0.6	-0.3	1.1	1.1	0.4	4.4
O=C(NN=Cc1c(F)cccc1F)c1ccccc1NS(=O)(=O)c1cccs1	2.6	-4.0	-7.3	8.8	-0.7	2.5	0.5	-1.7	0.2	2.8
CC(c1ccccc1)n1cc(C(=O)N2CCCN(Cc3ccccc3)CC2)nn1 (configuration not stated)	-4.0	-1.1	-4.5	·	0.1	-6.0	6.7	-8.0	-3.8	1.4
Cn1c(N)c(C(=O)COC(=O)CCCOc2ccc(Cl)cc2Cl)c(=O)n(C)c1=O	-0.2	1.4	-2.0	3.6	-0.1	-1.0	1.4	-1.4	-5.8	-3.0
COc1ccc(NC(C)=O)cc1NC(=O)CSc1nnc(C2CCCCC2)n1N	4.1	-0.4	3.7	2.7	0.5	3.5	-0.9	0.4	2.5	-11.8
C[C@H]1CN([C@@H](C)CO)C(=O)c2cccc(NS(=O)(=O)c3ccc(F)cc3)c2O[C@H]1CN(C)S(=O)(=O)c1cn(C)cn1	-7.0	-0.3	2.2	11.9	1.1	6.4	-3.1	0.9	0.8	-1.4
O=C(c1cccnc1)N1CCN(CCCc2ccccc2)CC1	-6.4	0.5	15.3	0.8	0.4	-3.6	4.4	-2.4	9.4	3.5
CCNC(=S)Nc1cccc(NC(=O)c2ccccc2O)c1	-0.5	0.2	-5.5	2.2	0.7	-6.2	0.6	0.3	-2.6	9.7
O=S(=O)(Nc1ccc2c3c(cccc13)CC2)c1ccc(F)cc1	-1.4	-0.8	2.1	-8.7	0.5	1.7	2.3	0.3	7.1	3.0
Cc1ccc(NC(=O)c2cc(S(=O)(=O)N3CCc4ccccc43)cn2C)cc1	-4.9	1.8	-3.7	5.1	0.4	6.8	-0.2	1.1	4.2	2.9
CC1(c2nnnn2-c2ccc3c(c2)OCCO3)CCC(=O)N1CCCn1ccnc1 (configuration not stated)	2.3	-1.4	3.0	-2.1	-0.1	4.8	-3.4	-3.9	-2.5	3.7
COC(=O)C[C@@H]1CC[C@H]2[C@H](COc3ccc(NC(=O)c4cccc(C(F)(F)F)c4)cc3C(=O)N2C)O1	0.7	-1.3	1.4	·	0.6	11.7	-0.3	-0.3	10.2	0.5
COc1ccccc1N1CCN(Cc2cc(=O)c(OCC(=O)NC(C)C)co2)CC1	3.1	0.9	3.5	-3.0	-0.4	2.0	-1.1	3.0	2.5	-2.1
CCCCCN(C(=O)CCC(=O)OC(C)C(=O)NC1CCCCC1)c1c(N)n(CCCC)c(=O)[nH]c1=O (configuration not stated)	-5.9	3.1	-14.9	-1.0	0.2	7.9	0.2	-0.9	-7.8	10.5
CC1(C)CC2CC(C)(CN2C(=O)COC(=O)c2cncc(Br)c2)C1 (configuration not stated)	-0.9	1.7	-12.4	-9.4	-0.7	-7.8	5.6	-2.4	-1.0	-8.6
O=C1NC(=S)N/C1=C/c1ccc(Oc2ccc(C(F)(F)F)cc2[N+](=O)[O-])c(Cl)c1	1.6	1.5	6.6	-7.9	-0.2	-3.2	-3.2	1.9	-6.0	-3.2
O=C(O)c1cc(Cl)c(Cl)cc1C(=O)N(Cc1ccccc1)Cc1ccccc1	8.1	0.2	11.4	1.7	0.5	-0.1	-3.4	5.3	-6.8	-6.6
O=C(NC1CC1)c1cc(OCC(F)(F)F)ccc1OCC(F)(F)F	-3.0	-1.3	5.6	4.6	0.0	1.1	3.2	-4.5	-4.7	1.8
